Arrestin-AP2 inh = inhibitors of human beta-arrestin and AP2 interaction; FITC-arrestin peptide / GST-AP2 beads, flow cytometry; AP2 beta2 appendage carries R879A mutation; inhibition, % at 10 µM; actives 0.31% (n = 340,000);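 active = inhibition above a set limit, near 3 SD of compounds lacking own fluorescence, cut at about 54% in these data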;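 note: plate controls were DMSO wells for no effect and 5 µM unlabelled arrestin peptide for full effect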
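System: GST-AP2 R879A bound to glutathione beads, E. coli-expressed. Also added: 50 nM FITC-arrestin peptide. Schedule: compound with beads 12 min RT, then probe 1 h RT. Signal: bead flow cytometry, FITC channel. Read-out basis: percent response.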
LANA DNA inh = blocks KSHV LANA C-terminal domain binding to DNA. MBP-C-LANA/FAM-LBS DNA binding, fluorescence polarization. inhibition, % at 9 µM. actives 0.078% (n = 340,000);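 active = highest replicate inhibition at or above 60% at 9 µM, even if other replicates fall short; inactive = all replicates below 60% inhibition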;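 note: 0% = neutral control wells and 100% = 4 µM acridine orange control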
SR-BI DiI-HDL act = enhances SR-BI lipid uptake from DiI-HDL. CHO ldlA[mSR-BI] cells, DiI-HDL uptake fluorescence, 3 h; 100 = double the neutral-control signal. activation, % at 12.5 µM. actives 0.096% (n = 320,000). AID 504775;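 active = mean replicate activation of at least 60% and every replicate at or above 60%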;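 note: 0% = median plate neutral-control signal and 100% = twice that signal; values of inactives mirror those of a sister screen read the other way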
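Material: SR-BI-overexpressing, LDLR-lacking CHO cells | Dosing: Single compound concentration, delivered by pin transfer | Probe or stimulus: Labelled HDL, 10 µg/mL | Signal: Bottom-read cell fluorescence after medium removal, ex 550/em 595 nm | Schedule: 3 h, 37 °C | Evaluation: HDL uptake via cellular fluorescence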
Keap1-Nrf2 PPI = disrupts human Keap1 binding to Nrf2 peptide; Q14145; Keap1 Kelch-Nrf2 peptide fluorescence polarization, 1536-well; inhibition, % at 9.4 µM; actives 0.15% (n = 340,000); in the data active = inhibition above about 12%;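 note: human Keap1 Kelch domain with fluorescein labeled Nrf2 9mer peptide probe; 0% = neutral control wells and 100% = peptide positive control; higher means more block of Keap1 binding to Nrf2 peptide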
Target sequence (Q14145 whole entry, looked up, the tested form may be a part): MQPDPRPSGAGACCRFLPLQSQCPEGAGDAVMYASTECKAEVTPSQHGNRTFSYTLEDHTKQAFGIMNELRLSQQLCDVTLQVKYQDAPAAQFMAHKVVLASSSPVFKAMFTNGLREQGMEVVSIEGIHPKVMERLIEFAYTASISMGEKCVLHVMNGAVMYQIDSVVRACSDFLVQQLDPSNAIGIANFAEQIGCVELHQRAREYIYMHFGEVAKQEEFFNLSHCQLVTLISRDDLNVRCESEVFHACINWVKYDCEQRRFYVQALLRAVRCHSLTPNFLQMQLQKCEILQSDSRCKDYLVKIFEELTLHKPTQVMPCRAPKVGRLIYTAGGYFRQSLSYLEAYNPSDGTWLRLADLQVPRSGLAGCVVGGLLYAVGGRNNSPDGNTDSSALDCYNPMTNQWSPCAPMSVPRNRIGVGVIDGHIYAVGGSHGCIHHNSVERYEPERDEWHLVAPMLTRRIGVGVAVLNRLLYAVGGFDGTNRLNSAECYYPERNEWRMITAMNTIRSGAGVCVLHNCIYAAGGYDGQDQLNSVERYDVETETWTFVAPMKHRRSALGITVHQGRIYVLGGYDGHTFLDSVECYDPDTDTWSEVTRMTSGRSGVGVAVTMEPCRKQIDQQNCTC
NSD2 HMT inh = blocks human histone methyltransferase NSD2; O96028; NSD2 peptide methylation, AlphaScreen, 120 min; inhibition, % at 12.5 µM; actives 0.54% (n = 310,000); in the data active = inhibition above about 50%
PKA-R2B activ = PKA-R2B complex activation; actives 0.079% (n = 340,000); PKA-R2B holoenzyme dissociation, Cy5-IP20 fluorescence polarization; R2B truncated from residue 108, S112A mutant; 0% DMSO only, 100% 113 µM cGMP; P22694+P31323; activation, % at 11.4 µM; AID 504700;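 active = activation above a cutoff set at the mean over all compounds plus 3 SD, cut at about 18% in these data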;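 note: higher means more holoenzyme dissociation and a rise in polarization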
Target sequence (P31323 whole entry, looked up, other chains not shown, the tested form may be a part): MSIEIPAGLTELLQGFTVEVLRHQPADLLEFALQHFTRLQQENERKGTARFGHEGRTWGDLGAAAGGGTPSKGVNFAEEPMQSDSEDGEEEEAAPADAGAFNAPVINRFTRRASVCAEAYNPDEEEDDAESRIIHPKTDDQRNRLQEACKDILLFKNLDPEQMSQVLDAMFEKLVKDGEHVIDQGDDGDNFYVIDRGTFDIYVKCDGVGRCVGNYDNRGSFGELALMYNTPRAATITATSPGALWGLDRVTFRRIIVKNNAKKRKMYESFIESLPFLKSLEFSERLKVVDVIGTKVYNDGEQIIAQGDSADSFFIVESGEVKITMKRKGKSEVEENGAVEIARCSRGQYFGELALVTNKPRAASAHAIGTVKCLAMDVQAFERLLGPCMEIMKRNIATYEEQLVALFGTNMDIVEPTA
RTF Ca sens inh = cardiac RTF calcium desensitization | P19429+P45379 | actives 0.12% (n = 340,000) | IANBD-labeled cardiac RTF, Ca2+ fluorescence | AID 493244 | inhibition, % at 7.15 µM;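 active = inhibition above the mean inhibition of all tested compounds plus 3 SD, cut at about 17% in these data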;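 note: assay run at fixed EC70 calcium of 1.6 mM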
DAGLB inhibitor = blocks human DAGLB lipase activity. actives 0.059% (n = 340,000). inhibition, % at 5.17 µM. Q8NCG7. AID 504411. HEK293T DAGLB membrane lysate, EnzChek fluorogenic substrate; in the data active = inhibition above about 34%;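 note: 0% = enzyme with vehicle and 100% = wells lacking enzyme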
PvdQ inh = P. aeruginosa PvdQ acylase inhibition; purified PvdQ acylase, fluorescence plate reader; inhibition, % at 10 µM; AID 488965; actives 0.063% (n = 340,000); in the data active = inhibition above about 30%, passing the limit was not always enough;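 note: 0% = vehicle neutral wells and 100% = reference inhibitor wells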
SR-BI DiI inh = inhibitors of mouse SR-BI mediated HDL lipid uptake. inhibition, % at 12.5 µM. ldlA[mSR-BI] CHO cells, DiI-HDL uptake fluorescence, 3 h. Q61009. actives 0.96% (n = 320,000). AID 488896;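 active = mean replicate inhibition of at least 70% and a set share of replicates each scoring 70 or more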;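 note: 0% = median of neutral control wells and 100% = median of positive control wells; values of inactives mirror those of a sister screen read the other way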
Numbers without * were called inactive; nt = no result given.

SMILES	Arrestin-AP2 inh	LANA DNA inh	SR-BI DiI-HDL act	Keap1-Nrf2 PPI	NSD2 HMT inh	PKA-R2B activ	RTF Ca sens inh	DAGLB inhibitor	PvdQ inh	SR-BI DiI inh
O=c1[nH]c(SCc2ccc(F)cc2Cl)nc2ccccc12	38	1.6	-16	1	-4	-8	8	-3	4	16
C/C(=N\Nc1cc(-c2ccccc2)nc(-c2ccccc2)n1)c1ccc(O)c(C)c1	-5	-0.7	-94	-3	0	1	8	-4	-4	94*
Cc1ccccc1NC(=O)c1onc2c1CCCC2	8	-0.1	2	2	3	-14	5	-11	-5	-2
Cc1nnc(SCCn2c(N3CCC(C)CC3)nc3c2c(=O)[nH]c(=O)n3C)s1	5	2.5	18	5	-10	2	-3	0	6	-18
c1ccc(-c2csc(-c3cccnc3)n2)cc1	4	-1.1	-3	-3	0	2	1	-2	2	3
CC(=O)N(CN1C(=O)C2CC=CCC2C1=O)c1cccc(Cl)c1 (configuration not stated)	18	4.3	-15	-3	-3	-11	-6	-2	4	15
COc1ccc(CCNC(=O)C(=O)NCc2ccccc2C)cc1OC	17	-1.0	3	-6	nt	-6	10	2	-12	-3
Cn1nc(Oc2ncc(C(F)(F)F)cc2Cl)cc1C(F)(F)F	31	-0.3	1	1	-5	-4	-7	-1	1	-1
O=[N+]([O-])c1ccc(N/N=C/c2cn(-c3ccccc3)nc2-c2ccccc2)cc1	19	1.1	-6	-3	5	8	-31	4	13	6
CN1CCCCc2c1nc1c(c2N)CCCC1	14	-0.9	12	-7	6	6	3	3	1	-12
Cc1ccc(S(=O)(=O)N2CCCN(C(=O)c3ccc(-n4nccc4C)cc3)CC2)cc1	2	-0.8	19	-1	-4	-7	-20	2	-3	-19
COc1cc(C2C3C(=O)N(c4ccccc4)C(=O)C3ON2c2ccccc2)ccc1O (configuration not stated)	1	0.0	-5	-1	8	-18	8	-1	-4	5
CCOC(=O)CSc1nc(=O)n2cccc(C)c2n1	8	-2.6	10	1	0	nt	nt	nt	1	-10
COc1cc(NC(=O)c2cc([N+](=O)[O-])ccc2NC(=O)CNC2CCCCC2C)cc(OC)c1 (configuration not stated)	-39	1.4	-15	-9	0	-4	-6	-5	-7	15
Cc1cc(C)cc(NC(=O)Oc2ccccc2N2CCCCC2)c1	13	-0.3	-1	0	1	5	-6	-2	1	1
CCOC(=O)C1CCN(C(=O)CC(NS(=O)(=O)c2ccc(OC)cc2)C(C)C)CC1 (configuration not stated)	4	0.3	-5	-2	nt	0	-3	1	-15	5
Cc1cc(C)c[n+](C(C)C(=O)c2ccc(Cl)cc2)c1 (configuration not stated)	15	-2.6	9	0	1	-3	-5	-2	7	-9
COc1ccc(C(=O)CSc2nc(C(C)(C)C)nc3ccccc23)cc1	4	-0.5	-65	-3	-3	-6	5	-16	-15	65
Cc1cc(-c2nnc(SCC(=O)Nc3ccc(C)c(C)c3)n2N)n[nH]1	-13	-0.5	23	-3	-3	3	-1	0	-18	-23
Cc1ccc(Cn2nnc(C(=O)Nc3cccc(C)c3C)c2N)cc1	2	-1.2	19	-4	-5	4	-5	-4	-3	-19
O=c1c(Sc2ccccc2)c(C(F)(F)F)[nH]n1-c1ccccc1	7	0.8	-9	-5	-1	2	-3	15	11	9
CCOC(=O)C(/C(C)=N/NC(=O)C1CC1c1ccccc1)C(C)C (configuration not stated)	18	-1.4	4	5	-1	2	5	-1	5	-4
CC(Sc1ncccn1)C(=O)N1CCc2ccccc21 (configuration not stated)	6	-1.2	-1	-6	-2	10	-6	1	-8	1
O=C(CC(=O)N/N=C/c1ccc(F)cc1)N/N=C/c1ccc(F)cc1	32	-0.4	8	2	-2	5	-4	-2	3	-8
COc1ccc(-c2nn(CCC#N)cc2C=C(C#N)C#N)cc1	-4	-0.6	6	-1	-28	-2	2	1	-7	-6
Going on with the list.
SMILES	Arrestin-AP2 inh	LANA DNA inh	SR-BI DiI-HDL act	Keap1-Nrf2 PPI	NSD2 HMT inh	PKA-R2B activ	RTF Ca sens inh	DAGLB inhibitor	PvdQ inh	SR-BI DiI inh
CCn1c(SCC(=O)NCc2ccccc2)nc2ccccc2c1=O	-2	-2.3	-24	1	-1	3	3	1	-6	24
CCCOc1ccc(C(=O)OCCN2CCCCC2)c(O)c1	0	-0.6	21	-1	3	3	-3	-3	-8	-21
Cc1cccc(NC(=O)/C(C#N)=C\c2cccnc2)c1	22	-0.9	-12	-13	0	6	2	2	6	12
COc1ccc(NC(=O)CSc2nccn2C)cc1S(N)(=O)=O	5	-0.8	9	1	-2	-14	-5	0	-8	-9
CC(C)[C@H](NS(=O)(=O)c1ccccc1)C(=O)OCC(=O)Nc1cccc(S(N)(=O)=O)c1	-2	-0.9	3	-6	-2	5	-6	1	-14	-3
CC(C)N(Cc1ccccc1)C(=S)NC(=O)C1(C)CC1(Cl)Cl (configuration not stated)	5	0.7	12	0	-5	-1	-6	-2	-15	-12
O=C(Nc1ccc(C(=O)NCC2CCN(Cc3ccccc3F)CC2)cc1)C1=CSCCO1	-11	-0.4	-20	-5	1	-2	-7	2	-6	20
COC(=O)/C(C#N)=C/c1c(Oc2cccc(C)c2)nc2ccccn2c1=O	-8	1.6	4	1	0	9	-7	-2	-14	-4
Cn1cc(Br)c(C(=O)Nc2sc3c(c2C(N)=O)CCCC3)n1	23	-0.3	nt	-1	10	1	9	0	-3	nt
COc1ccccc1N(C)S(=O)(=O)c1ccc(Cl)c(C(=O)OCc2c(C)noc2C)c1	-7	-0.1	-16	-6	-1	4	-3	-5	-11	16
CCCn1c(SCC(=O)Nc2nc(C)c(C(=O)OC)s2)nnc1C(C)C	12	-1.7	5	-3	-2	9	-9	-2	-1	-5
O=C(NCc1ccncc1)Nc1ccc(Cl)cc1Cl	17	1.9	43	-2	-1	-3	-2	-2	-8	-43
COC(=O)c1cc(OC)c(OC)cc1NC(=S)N1CCN(C)CC1	-6	-1.0	16	0	-2	-17	-4	1	-1	-16
COc1ccc(NC(=O)CSc2nnc(-c3ccccn3)n2Cc2ccco2)cc1OC	13	0.0	0	0	0	4	-7	-1	-3	0
CCOc1ccc(-c2cc(C)n3nc(C(N)=O)cc3n2)cc1	-12	1.1	32	-1	-1	1	-2	0	-4	-32
O=C(Nc1ccccn1)C(F)(F)C(F)(F)C(F)(F)C(F)(F)C(=O)Nc1ccccn1	-4	0.2	16	4	-2	-5	-8	1	9	-16
NC(N)=N/N=C(\N=Nc1ccccc1)c1cccc2cccnc12	3	0.9	11	-4	4	3	-3	5	-7	-11
O=C(CN1CCN(c2ccccc2O)CC1)NCCCc1ccccc1	23	1.9	2	3	-1	-4	1	-1	5	-2
CCOc1ccccc1-n1c(SCC(=O)N2CCCC2)nnc1-c1ccoc1C	12	0.9	15	-1	0	11	-1	0	-7	-15
Fc1ccccc1NC(=S)NCc1ccccc1	7	2.0	1	-6	-3	4	-6	-2	-16	-1
COc1cccc(NC(=O)c2cncs2)c1	-6	-0.3	5	4	3	6	-9	1	-5	-5
CC1CCC2(CC1)NC(=O)N(CC(=O)Nc1ccc3c(c1)CCC3)C2=O (configuration not stated)	2	2.0	30	-1	1	-12	-3	0	-2	-30
O=C(COc1ccc([N+](=O)[O-])cc1)NNC(=O)Nc1cccc(F)c1	-10	0.4	-27	-6	0	-15	-1	1	-2	27
Cc1ccc(OCCCCNC2CCCC(C)C2C)c(C)c1 (configuration not stated)	7	0.7	-31	1	9	-7	-3	2	-5	31
COc1ccc(-c2c(C)nc3c(-c4ccc(F)cc4)cnn3c2N)cc1	1	-1.4	-15	-4	-6	14	-3	1	-9	15
CNCc1sccc1C	2	-0.3	26	-7	13	-4	0	0	-16	-26
O=C(c1ccccc1)N1N=C(c2ccccc2)CC1c1ccccc1[N+](=O)[O-] (configuration not stated)	-3	-1.5	-11	-2	-1	-13	2	-1	-11	11
CC(C)CC(=O)N1CCN(Cc2ccc(C(F)(F)F)cc2)CC1	34	-1.9	-11	-5	-1	7	-3	-1	-6	11
C[C@H](CO)N1C[C@H](C)[C@@H](CN(C)S(=O)(=O)c2ccc(F)cc2)Oc2ccc(NC(=O)NC3CCCCC3)cc2C1=O	-3	3.6	nt	-3	nt	-8	-6	-3	-7	nt

Looked up above:
Under RTF Ca sens inh, CCOc1ccccc1-n1c(SCC(=O)N2CCCC2)nnc1-c1ccoc1C has the entry -1
Under PvdQ inh, CCn1c(SCC(=O)NCc2ccccc2)nc2ccccc2c1=O has the entry -6

A portion taken from the entries so far, as a working copy:
SMILES	Arrestin-AP2 inh	LANA DNA inh	SR-BI DiI-HDL act	Keap1-Nrf2 PPI	NSD2 HMT inh	PKA-R2B activ	RTF Ca sens inh	DAGLB inhibitor	PvdQ inh	SR-BI DiI inh
O=C(Nc1ccccn1)C(F)(F)C(F)(F)C(F)(F)C(F)(F)C(=O)Nc1ccccn1	-4	0.2	16	4	-2	-5	-8	1	9	-16
NC(N)=N/N=C(\N=Nc1ccccc1)c1cccc2cccnc12	3	0.9	11	-4	4	3	-3	5	-7	-11
O=C(CN1CCN(c2ccccc2O)CC1)NCCCc1ccccc1	23	1.9	2	3	-1	-4	1	-1	5	-2
CCOc1ccccc1-n1c(SCC(=O)N2CCCC2)nnc1-c1ccoc1C	12	0.9	15	-1	0	11	-1	0	-7	-15
Fc1ccccc1NC(=S)NCc1ccccc1	7	2.0	1	-6	-3	4	-6	-2	-16	-1
COc1cccc(NC(=O)c2cncs2)c1	-6	-0.3	5	4	3	6	-9	1	-5	-5
CC1CCC2(CC1)NC(=O)N(CC(=O)Nc1ccc3c(c1)CCC3)C2=O (configuration not stated)	2	2.0	30	-1	1	-12	-3	0	-2	-30
O=C(COc1ccc([N+](=O)[O-])cc1)NNC(=O)Nc1cccc(F)c1	-10	0.4	-27	-6	0	-15	-1	1	-2	27
Cc1ccc(OCCCCNC2CCCC(C)C2C)c(C)c1 (configuration not stated)	7	0.7	-31	1	9	-7	-3	2	-5	31
COc1ccc(-c2c(C)nc3c(-c4ccc(F)cc4)cnn3c2N)cc1	1	-1.4	-15	-4	-6	14	-3	1	-9	15
CNCc1sccc1C	2	-0.3	26	-7	13	-4	0	0	-16	-26
O=C(c1ccccc1)N1N=C(c2ccccc2)CC1c1ccccc1[N+](=O)[O-] (configuration not stated)	-3	-1.5	-11	-2	-1	-13	2	-1	-11	11
CC(C)CC(=O)N1CCN(Cc2ccc(C(F)(F)F)cc2)CC1	34	-1.9	-11	-5	-1	7	-3	-1	-6	11
C[C@H](CO)N1C[C@H](C)[C@@H](CN(C)S(=O)(=O)c2ccc(F)cc2)Oc2ccc(NC(=O)NC3CCCCC3)cc2C1=O	-3	3.6	nt	-3	nt	-8	-6	-3	-7	nt

Source: PubChem (several laboratories)
